Source: PubChem
TNAP act hiacc – TNAP (human) activation, high acceptor; activation factor at 20 µM; P05186; purified TNAP, CDP-star luminescence, 1 M DEA, 30 min; hits give high values; 0 = EDTA background, 1 = DMSO-only activity; AID 1136; 200,000 tested, under 10 active;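 active = activation factor at least 2 at 20 µM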
Target sequence (P05186 whole entry, looked up): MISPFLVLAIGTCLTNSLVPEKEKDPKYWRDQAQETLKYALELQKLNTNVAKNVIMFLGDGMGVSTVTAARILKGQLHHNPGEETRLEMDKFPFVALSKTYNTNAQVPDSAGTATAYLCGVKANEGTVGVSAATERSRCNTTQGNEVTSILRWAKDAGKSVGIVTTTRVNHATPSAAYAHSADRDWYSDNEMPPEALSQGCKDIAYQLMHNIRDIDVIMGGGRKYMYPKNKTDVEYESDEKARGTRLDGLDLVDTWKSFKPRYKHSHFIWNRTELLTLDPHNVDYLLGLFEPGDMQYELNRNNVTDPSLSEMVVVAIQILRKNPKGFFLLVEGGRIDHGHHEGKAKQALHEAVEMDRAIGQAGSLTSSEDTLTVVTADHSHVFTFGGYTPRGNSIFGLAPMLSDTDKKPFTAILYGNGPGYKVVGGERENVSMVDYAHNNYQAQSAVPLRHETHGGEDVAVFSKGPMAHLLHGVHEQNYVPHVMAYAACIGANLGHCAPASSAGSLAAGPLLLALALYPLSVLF
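Measured by: Luminescent substrate turnover signal | Test system: Human TNAP | Input: TNAP 1/800 final | Dosing: 20 µM single point | Schedule: 30 min, room temperature | Controls: EDTA wells as negative control, DMSO wells as positive control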
TNAP inh noacc – blocks human TNAP activity with no phosphate acceptor present; P05186; purified TNAP, CDP-star luminescence, 30 min; inhibition, % at 20 µM; 200,000 compounds, 0.26% hits; AID 1012;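 active = tissue-nonspecific alkaline phosphatase inhibition above about 50% at 20 µM in the single-dose screen, limit read from the data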;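 also: 0% = DMSO negative control and 100% = EDTA positive control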
bIAP activator – intestinal alkaline phosphatase (bovine) activation | purified bovine IAP, CDP-star luminescence, 30 min; hits give high values; fold of DMSO-control signal, blank-subtracted | activation factor at 20 µM | 200,000 compounds, 0.17% hits | AID 1016;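 active = activation factor of 2 or more at 20 µM, a signal rise over negative controls twice the positive control's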
L major viab – reduces viability of Leishmania major promastigotes. 200,000 compounds, 9% hits. inhibition, % at 10 µM. resazurin fluorescence viability; in the data active = inhibition above about 50%;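 also: promastigotes grown with compound for 44 hours at 28 °C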
PMI activator – activators of human phosphomannose isomerase; P34949; purified human PMI, coupled resazurin fluorescence, 20 min; hits give high values; 1 = vehicle control, 0 substrate-free wells; activation factor at 20 µM; 190,000 compounds, 0.005% hits;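 active = activation factor of 2 or more at 20 µM, relative to plate controls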
Target sequence (P34949 whole entry, looked up): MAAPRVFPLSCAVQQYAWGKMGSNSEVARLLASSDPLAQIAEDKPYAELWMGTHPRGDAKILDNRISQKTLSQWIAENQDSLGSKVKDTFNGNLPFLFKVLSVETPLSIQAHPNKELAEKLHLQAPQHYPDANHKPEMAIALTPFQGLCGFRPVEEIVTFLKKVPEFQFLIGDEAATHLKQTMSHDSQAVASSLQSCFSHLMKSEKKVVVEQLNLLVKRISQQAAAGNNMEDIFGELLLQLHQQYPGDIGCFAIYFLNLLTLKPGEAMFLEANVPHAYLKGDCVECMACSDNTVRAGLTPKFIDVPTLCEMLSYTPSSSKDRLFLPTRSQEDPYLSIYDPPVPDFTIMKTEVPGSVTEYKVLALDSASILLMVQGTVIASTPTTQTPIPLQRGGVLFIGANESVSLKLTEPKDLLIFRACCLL
Diaphorase inh – inhibits diaphorase or chemically oxidizes, flagging diaphorase assay artifacts; diaphorase resazurin-to-resorufin fluorescence, NADH, 16 min; bacterial (C. kluyveri) enzyme, not human; inhibition, % at 20 µM; 190,000 compounds, 0.69% hits; AID 1217;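 active = primary screen inhibition at 20 µM above a set limit, cut at about 50% in these data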;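 also: plate controls were DMSO with full reaction for no effect and wells lacking NADH for full effect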
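Assay system: diaphorase enzyme from Clostridium kluyveri; Input: enzyme working solution with 0.14 U/mL diaphorase; Timing: 16 min at room temperature; Technique: resorufin fluorescence, excitation 544 nm, emission 590 nm; Benchmarks: positive control minus NADH, DMSO neutral control.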
TNAP inh hi DEA – TNAP (human) inhibition, high acceptor; 200,000 compounds, 0.03% hits; purified TNAP, CDP-star luminescence, 1 M DEA; P05186; inhibition, % at 20 µM;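 active = over 50% inhibition of tissue-nonspecific alkaline phosphatase at 20 µM in the single-dose screen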;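 also: plate controls were DMSO wells for no effect and EDTA-quenched wells as full inhibition for full effect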
Diaphorase act – activates diaphorase or chemically reduces, flagging diaphorase assay artifacts. activation factor at 20 µM. AID 1229. Diaphorase/resazurin coupled assay, resorufin fluorescence, 16 min; hits give high values; 1 = vehicle wells, 0 = NADH-free wells. 190,000 compounds, 0.005% hits;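 active = diaphorase activity raised at least twofold by the compound at 20 µM; inactive = activation factor below 2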
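Material: purified diaphorase enzyme from Clostridium kluyveri / Medium: HEPES pH 7.4 buffer with MgCl2 and Tween 20 / Schedule: enzyme reaction of 16 min at room temperature / Measured by: resorufin fluorescence, excitation 544 nm, emission 590 nm / Evaluation: rise in resorufin formation, marking diaphorase activation or chemical reduction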
bIAP inhibitor – blocks bovine intestinal alkaline phosphatase activity; purified bovine IAP, CDP-star luminescence, 30 min; inhibition, % at 20 µM; 190,000 tested, under 10 active; AID 1019;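 active = over 50% inhibition of intestinal alkaline phosphatase at 20 µM in the single-dose screen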
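Assay system – bovine IAP enzyme · Quantity – bovine IAP at 1/65,000,000 final dilution · Detection – CDP-star luminescence signal · Times – 30 min reaction at room temperature · Also added – CDP-star substrate at 30 µM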
PMI act hi M6P – PMI (human) activation, high substrate; P34949; coupled PMI enzyme assay, resazurin fluorescence, 20 min; hits give high values; 1 = untreated enzyme, 0 = substrate-free blank; activation factor at 20 µM; 190,000 compounds, 0.34% hits; AID 1216;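 active = activation factor of 2 or more at 20 µM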
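Test system: human phosphomannose isomerase with PGI, G6PDH, diaphorase coupling enzymes / Doses: 20 µM compound, 1% DMSO / Times: enzyme reaction with compound 20 min at room temperature / Measured by: Diaphorase-driven resazurin-to-resorufin fluorescence, excitation 544, emission 590 nm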
* hit, by the source's call; · = no result given.

SMILES	PMI act hi M6P	bIAP activator	TNAP act hiacc	bIAP inhibitor	TNAP inh noacc	TNAP inh hi DEA	L major viab	Diaphorase inh	Diaphorase act	PMI activator
O=C(CSC(=S)N1CCCC1)c1cc(Br)cc(Br)c1O	1.1	0.6	1	36.7	0.2	3.5	95.2*	35.1	0.6	0.7
CCOc1cc(C(=S)N2CCOCC2)ccc1O	0.8	1	1	-1.5	-13.6	-0.4	0.1	3.3	1	0.3
Cc1ccc2ncccc2c1NS(=O)(=O)c1ccccc1	1.1	1	1	1.5	-8.4	-4.6	4.1	5.9	0.9	1.1
CCc1nnc(SCc2ccc(C(=O)OC)o2)n1N	1.1	1	1	-2.3	-7.5	-1.9	-5.0	1.7	1	1.1
CCC(NC(=O)c1ccc(C#CC2(O)CCCCC2)cc1)C(=O)O (configuration not stated)	1	1.1	1	-12.0	-6.6	-3.3	0.0	47.1	0.5	0.9
Cc1c(NC(=O)c2ccc(N3CCCC3)c([N+](=O)[O-])c2)cccc1-c1nc2ccccc2s1	0.9	1.1	1	-12.0	-4.1	1.6	71.3*	6.7	0.9	0.8
NC(=O)c1ccc(Sc2nnc(-c3cccs3)n2CC2CCCO2)c([N+](=O)[O-])c1 (configuration not stated)	1	1	1	-1.5	-60.1	4.8	-2.0	-2.7	1	1
S=C(Nc1ccccc1)N1CCCCCCC1	1	0.9	1	5.0	-8.5	-3.8	-5.0	3.5	1	1
Cn1c(=O)c2c(ncn2CCN(CCO)Cc2ccccc2)n(C)c1=O	1	0.9	1.1	7.4	-13.2	-7.1	-0.4	2.8	1	1.1
COc1ccccc1NC(=O)C(NC(=O)OC(C)(C)C)C(C)OCc1ccccc1 (configuration not stated)	0.9	1	1	0.0	-6.0	-4.8	4.1	12.5	0.9	0.9
N=c1sccn1CC(=O)Nc1ccccc1Cc1ccccc1	0.9	0.6	1.1	43.3	-8.7	-6.1	6.3	10.2	0.9	1
COC(=O)C1CCN(c2nc3ccccc3nc2C(C#N)C(=O)NCCc2ccccc2)CC1 (configuration not stated)	1	0.9	1	6.1	1.6	-1.8	-2.1	-1.9	1	1
Cc1nc(NCc2ccc3c(c2)OCO3)c2oc3ccccc3c2n1	1	0.9	1	5.0	-8.3	-1.3	6.9	18.4	0.8	1.1
O=C(N/N=C/c1cccc([N+](=O)[O-])c1)c1cnccn1	0.9	0.9	1.1	13.7	-12.3	-7.6	2.1	20.8	0.8	1
CCCCNC(=O)CN(c1ccc(Cl)c(Cl)c1)S(C)(=O)=O	0.9	0.6	1.1	41.8	-12.2	-6.9	0.2	8.2	0.9	1
CC(C)N(C(=O)COC(=O)c1ccccc1C(=O)c1ccc(Cl)c([N+](=O)[O-])c1)C(C)C	1	1	1	-3.1	-24.3	-4.8	31.9	23.4	0.8	1
CCOc1ccc(C(=O)C(c2ccccc2)N2CCOCC2)cc1 (configuration not stated)	1.2	1.1	1	-6.6	-7.5	-0.2	49.0	3.8	1	1.1
COc1ccc(-n2c(SCC(=O)O)nc3sc4c(c3c2=O)CCC4)cc1	0.8	1.2	1	-18.8	-4.2	-3.9	-1.4	22.6	0.8	0.9
Cc1nn(-c2ccccc2)c(C)c1C(=O)OCC(=O)NC(=O)NC1CCCCC1	1.1	0.9	1	5.8	3.8	0.0	-2.1	57.3*	0.4	1
CNC(=S)NNC(=O)c1sccc1OCc1ccc(C)cc1	1	1	1	3.0	-9.0	1.0	-11.2	7.6	0.9	1
CN(C)CCNc1c2c(nc3nnnn13)CCCC2	1	1	1	0.7	-7.5	1.8	-5.6	10.8	0.9	1
CC(=O)C1=C(O)C(=O)N(CCc2c[nH]c3ccccc23)C1c1ccc(C)cc1 (configuration not stated)	1	1.1	1.1	-7.9	-9.9	-5.1	-2.5	38.2	0.6	0.9
Cc1c(C(=O)c2ccc(Cl)c([N+](=O)[O-])c2)c2ccccn2c1CCC#N	0.9	0.9	0.9	13.8	3.6	5.5	2.6	22.2	0.8	0.8
COc1ccccc1NC(=O)c1ccc(SCC(=O)NCc2ccccc2Cl)c([N+](=O)[O-])c1	1	1.2	1	-15.6	-11.8	1.2	-1.2	3.4	1	0.9
CCOC(=O)c1ccc(N2C(=O)c3n[nH]c(C)c3C2c2ccccn2)cc1 (configuration not stated)	1	1.3	1	-32.2	-9.5	-0.8	-4.2	7.2	0.9	1
Cc1cccc(COCC(CC(C)C)N2CCN(C(=O)c3ccc(C(C)(C)C)cc3)CCC2=O)c1 (configuration not stated)	1.1	1	1	4.3	5.1	-3.2	57.5*	4.9	1	1.1
C=C(C)C1CC=C(CN2CCC(C(=O)OCC)CC2)CC1 (configuration not stated)	1	0.8	1	20.3	-8.4	-1.5	94.7*	13.9	0.9	1
CCOC(=O)c1sc(NC(=O)c2ccc(S(=O)(=O)N3CCOCC3)cc2)cc1C	1	0.9	1	7.8	-3.9	-4.5	-1.2	20.2	0.8	1
CN1/C(=C\C(=O)c2cccnc2)Sc2ccccc21	1	1.1	1	-13.0	-7.1	4.0	25.0	1.1	1	1
COc1cc(C(=O)Nc2cc(-c3ccccc3)[nH]n2)cc(OC)c1OC	1.1	1.3	1.1	-26.5	62.9*	-6.0	·	8.7	0.9	1

Profiles from above:
Cc1c(NC(=O)c2ccc(N3CCCC3)c([N+](=O)[O-])c2)cccc1-c1nc2ccccc2s1 in the list: PMI act hi M6P: 0.9; bIAP activator: 1.1; TNAP act hiacc: 1; bIAP inhibitor: -12.0; TNAP inh noacc: -4.1; TNAP inh hi DEA: 1.6; L major viab: 71.3*; Diaphorase inh: 6.7; Diaphorase act: 0.9; PMI activator: 0.8
CN1/C(=C\C(=O)c2cccnc2)Sc2ccccc21 in the list: PMI act hi M6P: 1; bIAP activator: 1.1; TNAP act hiacc: 1; bIAP inhibitor: -13.0; TNAP inh noacc: -7.1; TNAP inh hi DEA: 4.0; L major viab: 25.0; Diaphorase inh: 1.1; Diaphorase act: 1; PMI activator: 1

The list continues.
SMILES	PMI act hi M6P	bIAP activator	TNAP act hiacc	bIAP inhibitor	TNAP inh noacc	TNAP inh hi DEA	L major viab	Diaphorase inh	Diaphorase act	PMI activator
CCOC(=O)c1ccc(-c2n[nH]c(=O)c3ccccc23)cc1	0.9	1.1	1	-11.4	-14.7	-3.0	0.9	22.0	0.8	0.9
Cc1n[nH]c(C)c1S(=O)(=O)N1CCN(c2ccccn2)CC1	1	1	1	2.0	58.9*	-3.8	-1.7	4.2	1	1
CCN(C(=O)c1ccco1)c1nc(CC(=O)Nc2ccc(Cl)cc2)cs1	0.8	1	1	1.7	-13.7	-4.6	1.3	32.3	0.7	0.8
CCC(C)NCCOc1cc(C)cc(C)c1C (configuration not stated)	1.1	1	1	-3.1	-2.5	-4.6	21.6	10.4	0.9	1
O=C(Cc1cccs1)Nc1nnc(SCC(=O)NC2CCCCC2)s1	1.1	0.9	1.1	14.8	-8.0	-5.7	-4.5	7.6	0.9	1.1
CC12CN3CC(C)(CN(C1)C3c1ccc([N+](=O)[O-])o1)C2=O (configuration not stated)	1.1	1.1	1	-9.3	-6.8	-2.7	-2.7	-9.9	1.1	1
COCc1cc(=O)n2[nH]c(C(F)(F)F)nc2n1	1.1	0.9	1	9.7	-16.2	-0.9	-1.7	9.7	0.9	1
COc1ccc(CCN(C)S(=O)(=O)c2ccc(Cl)nc2)cc1OC	1	0.9	1.1	7.7	-7.5	-5.7	-4.8	-1.7	1	1
CSc1nc(Cl)c(Cc2ccc(OCC(C)C)cc2)c(N2CCOCC2)n1	0.9	0.7	1	29.5	1.2	-1.4	10.6	23.1	0.8	0.9
O=C(Cc1cccs1)Nc1cccc(-c2nc3ccccc3[nH]2)c1	1	1	1	-4.1	-9.8	3.2	9.5	5.3	0.9	0.9
Cn1c(C(=O)N2CCCC(C(=O)NCc3ccc4c(c3)OCO4)C2)cc2sccc21 (configuration not stated)	1	1.2	1	-21.6	13.6	-2.8	1.1	-1.4	1	1
CC1(C)CC(N=Cc2c(O)n(Cc3ccc4c(c3)OCO4)c(=O)c3ccccc23)CC(C)(C)N1	0.9	1.1	0.9	-12.6	-1.8	6.5	100.5*	-5.7	1.1	0.9
Cc1cc(C)n2c(SCC(=O)NC3CCCC(C)C3C)nnc2n1 (configuration not stated)	1	1.1	1	-7.8	4.9	-3.3	-7.1	20.5	0.8	1.1
CCOC(=O)NC(=O)CSc1ccc(C)cc1C	1	1	1	-4.5	-9.5	-2.6	3.3	-2.9	1	1.1
NC(=O)c1ccc(N2CCCCC2)c(N2C(=O)C3CC=CCC3C2=O)c1 (configuration not stated)	0.9	1.1	1.1	-7.2	-8.8	-6.2	-3.1	8.9	0.9	1
COc1ccccc1Nc1ncnc2c1oc1ccccc12	0.9	1	1.1	3.4	-0.3	-5.5	3.8	21.8	0.8	0.9
CCOc1cc(/C=N/NC(=O)CCCC(=O)NC2CCCCC2)ccc1O	1	0.9	1.1	7.5	-7.7	-7.1	21.4	11.5	0.9	1
COCc1cc(C)nc(SCc2nc3ccccc3c(=O)[nH]2)c1C#N	1	1	1	-1.8	-11.6	-2.0	13.3	18.7	0.8	1

Sorted by length of the SMILES (ascending): part of the list above
SMILES	PMI act hi M6P	bIAP activator	TNAP act hiacc	bIAP inhibitor	TNAP inh noacc	TNAP inh hi DEA	L major viab	Diaphorase inh	Diaphorase act	PMI activator
CCC(C)NCCOc1cc(C)cc(C)c1C (configuration not stated)	1.1	1	1	-3.1	-2.5	-4.6	21.6	10.4	0.9	1
CCOC(=O)NC(=O)CSc1ccc(C)cc1C	1	1	1	-4.5	-9.5	-2.6	3.3	-2.9	1	1.1
COc1ccccc1Nc1ncnc2c1oc1ccccc12	0.9	1	1.1	3.4	-0.3	-5.5	3.8	21.8	0.8	0.9
O=C(Cc1cccs1)Nc1nnc(SCC(=O)NC2CCCCC2)s1	1.1	0.9	1.1	14.8	-8.0	-5.7	-4.5	7.6	0.9	1.1
Cc1n[nH]c(C)c1S(=O)(=O)N1CCN(c2ccccn2)CC1	1	1	1	2.0	58.9*	-3.8	-1.7	4.2	1	1
COCc1cc(C)nc(SCc2nc3ccccc3c(=O)[nH]2)c1C#N	1	1	1	-1.8	-11.6	-2.0	13.3	18.7	0.8	1
